Nrf2 inh – blocks Nrf2 signaling; Potency, µM (doses to about 46 µM), inactives show top-dose activity change, negative = inhibition, hits mostly inhibitors; 2.1% of 360,000 active; AID 504444; A549 ARE-Fluc reporter, luciferase luminescence, 18-24 h; note: potency is the fitted concentration of half-maximal effect; % is set by controls: 0 for no effect and ±100 for the full control effect; nearly all actives have a fitted effect of over 60% in size
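Two sequential reads on A549 ARE_Fluc cells exposed to compound for 18-24 h: a CellTiter-Fluor fluorescence read for viability, then a luciferase luminescence read for Nrf2/ARE activity.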
MCF10A rerep – induces DNA re-replication in MCF 10a normal breast cells; MCF 10A DNA re-replication, Hoechst nuclear intensity, 48 h; 2.9% of 350,000 active; AID 624296; Potency, µM (top dose mostly 46.1 µM), for inactives: at the top dose activity, positive = re-replication, hits mostly activators; note: potency is the fitted concentration of half-maximal effect; % of control where 0% means no effect; nearly all actives have a fitted effect of over 50% in size
S2 tox – viability counter-screen for ATXN expression inhibitors | S2 cells (HEK-293 line with an ATXN2-luciferase reporter) viability, CellTiter-Fluor protease fluorescence, 24 h | 0.49% of 400,000 active | Potency, µM (doses to about 56.7 µM), usual class: cytotoxic; note: potency is the fitted concentration of half-maximal effect; nearly all actives have a fitted effect of over 40% in size
IL1B secr inh – blocks inflammasome-driven IL-1 beta release; THP-1 LPS/ATP IL-1B secretion, AlphaLISA, 16 h; active compounds read low; activity change, % at 57.5 µM; 4.7% of 360,000 active; AID 743279; in the data active = activity change below about -50%; inconclusive = mostly about -30% to -49%; note: % is set by controls: 0 for no effect and ±100 for the full control effect
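Secreted IL-1B measured by AlphaLISA bead assay after 16 h compound exposure of THP-1 cells; compounds (final up to 57.5 uM) added 1 h before LPS (250 ng/mL) and ATP (1.25 mM) stimulation; lower signal means less secretion.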
HepG2 viability – HepG2 cytotoxicity, counter-screen for TGF-b inhibitors. HepG2 CAGA-GFP viability, ATP luminescence, 18 h. 0.76% of 410,000 active. Potency, µM (top dose mostly 46.1 µM), for the others: top-dose activity change, negative = cytotoxicity, actives largely listed as cytotoxic; note: potency is the fitted concentration of half-maximal effect; some results filed as inactive show a strong effect at the top dose
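CellTiter-Glo luminescence gave cytotoxicity after 18 hours at 37 degrees C. The cells were HepG2 CAGA-GFP in 1% FBS DMEM, stimulated with 500 pg/mL TGF-beta after compound addition. %Activity was normalised to no-cell wells (complete cell-killing) and DMSO (no toxicity), and curves were fitted and classified.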
Nrf2 activator – Nrf2 pathway activation; AREc32 ARE-luciferase reporter (MCF7-derived line), luminescence, 24 h; 0.31% of 410,000 active; AID 624171; Potency, µM (titrated, usually from 46.1 µM), without a hit: at the highest dose activation, hits mostly activators; note: potency is the fitted concentration of half-maximal effect; % of control where 0% means no effect; nearly all actives have a fitted effect of over 65% in size
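Steps: seed AREc32_Fluc cells (1000/well, 5% FBS OPTI-MEM); incubate overnight at 37 deg C; add 23 nL compound; incubate 24 hr; add Steady-Glo; hold 30 min RT; read luminescence.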
ATXN2 expr inh – inhibitors of ATXN2 expression. Potency, µM (highest dose often 57 µM), without a hit: at the top dose activity change, negative = inhibition, most hits filed as inhibitors. AID 1745845. 0.72% of 360,000 active. HEK-293 ATXN2-luciferase reporter, luminescence, 24 h; note: potency is the fitted concentration of half-maximal effect; % is set by controls: 0 for no effect and ±100 for the full control effect; nearly all actives have a fitted effect of over 55% in size
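ATXN2-luciferase reporter cells (luciferase flanked by upstream and downstream ATXN2 gene portions) were treated 24 h at 37 °C with compounds at up to 57 uM. SteadyGlo luminescence gave expression; GF-AFC fluorescence gave viability.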
A549 tox – counter-screen for Nrf2 inhibitors: cytotoxicity in A549 cells; A549 ARE-Fluc cells, CellTiter-Fluor viability, 18-24 h; 0.16% of 390,000 active; AID 504648; Potency, µM (titrated, usually from 46 µM), inactives show at the top dose activity change, negative = cytotoxicity, usual class: inhibitors; note: potency is the fitted concentration of half-maximal effect; % is set by controls: 0 for no effect and ±100 for the full control effect
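Cytotoxicity counterscreen: CellTiter-Fluor fluorescence was measured in A549 ARE_Fluc cells after 18-24 h of compound exposure in a concentration series. The subsequent BugLite luminescent read reports ARE-luciferase activity.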
TGFb inhibitor – inhibitors of TGF-b signaling; Potency, µM (highest dose often 46.1 µM), for the others: top-dose activity, negative = inhibition, actives largely listed as inhibitors; 1.2% of 410,000 active; AID 588855; HepG2 CAGA-GFP TGF-b/SMAD3 reporter, GFP fluorescence, 18 h; TGF-beta stimulated, 500 pg/mL final; note: potency is the fitted concentration of half-maximal effect; % is set by controls: 0 for no effect and ±100 for the full control effect; nearly all actives have a fitted effect of over 65% in size
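First, reporter cells (HEPG2 CAGA-GFP) rested 2 h at 37 degrees C. Next, compounds were pinned in and TGF-beta added to 500 pg/mL final. After 18 h, GFP was imaged per cell and summed per well.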
* = called active by the depositor; i = inactive; u = inconclusive; x = not tested or not shown; & = joins results of further samples; [ ] = another dose, or the depositor's remark. Unless noted, calls come from the whole dose curve; as a rule, active = well fitted curve in the direction sought with a large enough effect; inconclusive = small, poorly fitted or top-dose-only effect, or another doubt; inactive = no such curve, though single readings can be large; an effect the other way counts as inactive or inconclusive. The order is random. About 8.8% of those tested had a hit in this group.

SMILES,ATXN2 expr inh,S2 tox,Nrf2 activator,IL1B secr inh,MCF10A rerep,A549 tox,Nrf2 inh,TGFb inhibitor,HepG2 viability
COc1ccc(Cl)cc1NC(=S)N1CCC(c2ccc(C)cc2)C1 (stereo not given),0%,i,-0.6%,46,u,-5%,-4%,-20%,8%
CCN(CC)C(=O)C1=C(C)N(Cc2ccc(OC)cc2)C(=O)C(CC(=O)NC2CC2)C1 (stereo not given),-1%,i,-0.7%,4,x,x,x,0%,-4%
CCc1cccc(CC)c1NC(=S)NCC(c1cccnc1)N(C)C (stereo not given),-17%,i,-0.2%,2,9%,13%,2%,-11%,-2%
CCCCn1c(N)c(N(CCOC)C(=O)CCCc2nc3ccccc3s2)c(=O)[nH]c1=O,-18%,i,-0.4%,-7,-1%,1%,4%,20%,8%
Nc1n[nH]c2cc(=O)n(-c3cccc(C(F)(F)F)c3)nc12,x,i,3.6%,u,-2%,-12%,0%,-6%,3%
Cc1nn(CC(=O)NCc2cc3ccccc3[nH]2)c(C)c1[N+](=O)[O-],8%,i,3.9%,-65*,6%,-3%,1%,2%,-34%
CC(C)(C)c1ccc(CC(=O)N2CCC2(C)C(=O)NS(=O)(=O)c2cccc(F)c2)cc1 (stereo not given),17%,i,-0.2%[9.22 µM],35,x,x,x,3%,7%
COc1ccc(C)cc1Nc1nc(C)nc2sc(C)cc12,u,i,2.4%,22,u,9%,-1%,-4%,-15%
CC(C)N(Cc1nc(-c2ccc3c(c2)OCO3)no1)CC1CCC(=O)N1 (stereo not given),1%,i,0.1%,12,-2%,-1%,-10%,4%,-2%
COc1ccc(OC)c(Nc2nc3ccccc3n3cnnc23)c1,-3%,i,-0.2%,-17,u,1%,-7%,3%,-15%
Cn1c(NCc2ccccc2)nc2c1c(=O)n(Cc1ccc(Br)cc1)c(=O)n2C,-17%,i,2.9%,u,u,-12%,15µM*,0%,-53%
COc1ccc(S(=O)(=O)NN=C2CCCCC2)cc1,-14%,i,-0.7%,16,0%,0%,x,16%,9%
COc1ccc(NC(=O)CSc2nnc(N)s2)cc1S(=O)(=O)N1CCCCC1,6%,i,-0.6%,4,u,-2%,1%,10%,2%
Cc1nc(C)c(C(=O)N/N=C/c2c[nH]c3ccccc23)s1,1%,i,4.1%,22,u,0%,u,-11%,-22%
O=C(Nc1cc(Cl)c(O)c(Cl)c1)C1CCCO1 (stereo not given),3%,i,0.1%,-17,-2%,-1%,0%,u,-1%
C(=C\c1sc(Nc2ccccc2)n[n+]1-c1ccccc1)/c1ccccc1,-15%,i,u,-98*,u,-11%,-26%,-2%,-84%
COCCCNC(=O)c1ccc(Cn2c(=O)c3ccccc3n(CC(=O)NCCc3ccc(OC)c(OC)c3)c2=O)cc1,-6%,i,-0.4%,-5,193%,-19%,-19%,-3%,9%
COc1ccc(CNC(=O)c2ccc(Cl)c(NC3=NC4CS(=O)(=O)CC4S3)c2)cc1 (stereo not given),18%,i,-0.8%,-11,17%,19%,-8%,-7%,-10%
Nc1c(-c2cccs2)cnn1-c1nc(-c2ccc(F)cc2)cs1,0%,i,6.7%,19,-3%,u,-18%,20%,-18%
CC(=O)c1ccc(NC(=O)COC(=O)CCC(=O)c2cccs2)cc1,0%,i,0.5%,6,2%,-5%,14%,-10%,-3%
CC(=O)Nc1cc(-c2ccccc2CN(C)C)cn2c(-c3ccc(C(C)=O)cc3)cnc12,-10%,i,5.2%,68,x,x,x,-19%,-14%
COc1ccccc1NC(=O)CSc1ccc(-c2ccco2)nn1,-2%,u,u,i,-6%,-4%,-13%,-20%,3%
O=C(COC(=O)/C=C/c1ccccc1)NC1CCCCC1,4%,u,-0.1%,-2,-3%,0%,18%,1%,-7%
CCS(=O)(=O)Nc1ccc(C(=O)CC2(O)C(=O)Nc3ccccc32)cc1 (stereo not given),-6%,i,0.2%,-1,0%,0%,-6%,-15%,-5%
CC1CCN(C(=O)Cn2cc(C(=O)C3CC3)c3ccccc32)CC1,3%,i,0.0%,-3,16%,-4%,-2%,7%,-2%

Ordered by molar mass (highest first): seven of the compounds above
SMILES,ATXN2 expr inh,S2 tox,Nrf2 activator,IL1B secr inh,MCF10A rerep,A549 tox,Nrf2 inh,TGFb inhibitor,HepG2 viability
COc1ccc(CNC(=O)c2ccc(Cl)c(NC3=NC4CS(=O)(=O)CC4S3)c2)cc1 (stereo not given),18%,i,-0.8%,-11,17%,19%,-8%,-7%,-10%
CC(C)(C)c1ccc(CC(=O)N2CCC2(C)C(=O)NS(=O)(=O)c2cccc(F)c2)cc1 (stereo not given),17%,i,-0.2%[9.22 µM],35,x,x,x,3%,7%
COc1ccc(NC(=O)CSc2nnc(N)s2)cc1S(=O)(=O)N1CCCCC1,6%,i,-0.6%,4,u,-2%,1%,10%,2%
C(=C\c1sc(Nc2ccccc2)n[n+]1-c1ccccc1)/c1ccccc1,-15%,i,u,-98*,u,-11%,-26%,-2%,-84%
COc1ccccc1NC(=O)CSc1ccc(-c2ccco2)nn1,-2%,u,u,i,-6%,-4%,-13%,-20%,3%
CC1CCN(C(=O)Cn2cc(C(=O)C3CC3)c3ccccc32)CC1,3%,i,0.0%,-3,16%,-4%,-2%,7%,-2%
COc1ccc(C)cc1Nc1nc(C)nc2sc(C)cc12,u,i,2.4%,22,u,9%,-1%,-4%,-15%

Other entries:
SMILES,ATXN2 expr inh,S2 tox,Nrf2 activator,IL1B secr inh,MCF10A rerep,A549 tox,Nrf2 inh,TGFb inhibitor,HepG2 viability
COc1ccc(C(=O)N2CCN(c3ccc(F)cc3)CC2)cc1S(=O)(=O)NC1CC1,x,i,2.6%,-13,0%,5%,u,-8%,-18%
Cc1ccc(S(=O)(=O)N2CCN(C(=O)COC(=O)/C=C/c3cccc([N+](=O)[O-])c3)CC2)c(C)c1,5%,i,-0.1%,-9,5%,11%,0%,6%,4%
Fc1ccccc1NC(=S)Nc1cccnc1,14%,i,-0.1%,33,-1%,-3%,4%,9%,31%
Cc1ccc(NC(=O)CSc2ccc(Br)cc2)cc1S(=O)(=O)N1CCOCC1,u,i,2.3%,u,0%,u,u,-14%,0%
O=C(COC(=O)c1n[nH]c(=O)c2ccccc12)c1ccc(Br)cc1,-32%,u,0.2%,12,-17%,-1%,-22%,-1%,-7%
COc1ccc(Cl)cc1NC(=O)c1cccnc1,-11%,i,7.1%,2,-11%,3%,x,-20%,1%
C[C@@H]1CC[C@]2(C(=O)O[C@@H]3O[C@H](CO)[C@@H](O)[C@H](O)[C@H]3O)CC[C@]3(C)C(=CCC4[C@@]5(C)C[C@@H](O)[C@H](O)[C@@](C)(C(=O)O[C@@H]6[C@H](O)C[C@@]7(C)C(CC[C@]8(C)C7CC=C7[C@H]9[C@](C(=O)O[C@@H]%10O[C@H](CO)[C@@H](O)[C@H](O)[C@H]%10O)(CC[C@@H](C)[C@@]9(C)O)CC[C@]78C)[C@@]6(CO)C(=O)O)C5CC[C@]43C)[C@@H]2[C@]1(C)O (stereo not given in full),12%,i,-0.1%,18,-4%,3%,9%,8%,-2%
COc1ccccc1NC(=O)C1=C(C)NC2=C(C(=O)CC(c3ccc(OC)c(OC)c3)C2)C1c1coc2ccccc2c1=O (stereo not given),-3%,i,-0.4%,-24,-3%&-11%,2%,5%,-12%,4%
CCOC(=O)c1cc(-c2ccc(OC)cc2)n(CCC(=O)Nc2cccc(C)c2C)c1C,x,x,0.0%,x,x,15%,x,0%,-2%
O=C(CCC1CCCCC1)NNC(=O)c1cnccn1,-25%,u,-0.4%,56,u,-15%,-13%,-1%,-1%
COc1ccc(CN(CCO)CCO)cc1[N+](=O)[O-],1%,i,-0.1%,0,2%,3%,1%,0%,-10%
Cc1cccc(-n2c(C)nc3c(cnn3-c3ccc(F)cc3)c2=O)c1,5%,i,0.5%,u,0%,4%,-22%,-10%,-21%
Nc1nc(CSc2nnnn2-c2ccccc2)nc(N2CCCc3ccccc32)n1,1%,i,-0.8%,u,u,1%,-3%,-30%,-26%
COc1ccc(CN(Cc2ccco2)c2cnc(S(C)(=O)=O)nc2C(=O)Nc2ccc(C)c(C)c2)cc1,-5%,i,0.0%,x,x,7%,0%,0%,-4%
Cc1c(Cl)cccc1NC(=S)N1CCN(c2ccc([N+](=O)[O-])cn2)CC1,x,i,0.2%,-4,4%,-6%,-18%,-4%,5%
COC(=O)c1cc(C)nc2c1c(=O)nc(SCc1ccccc1C)n2C1CC1,x,x,0.8%,x,x,-2%,x,0%,-1%
O=C(N/N=C/c1ccc(OC(=O)c2ccc(Br)cc2)cc1)c1ccncc1,1%,u,-0.4%,7,-1%,5%,4%,-1%,0%
COc1cccc(NC(=O)C2(C)CCN2CC2CCCCC2)c1 (stereo not given),4%,i,0.0%,15,x,x,x,8%,7%

Compound activity (PubChem BioAssay)
